zVAD death inh – blocks zVAD induced death of L929 cells; L929 zVAD necroptosis rescue, ATP luminescence, 24 h; with zVAD 60 µM; viability rescue, % at 10 µM; 220,000 tested, 0.38% active;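 active means activation, scaled between plate controls, above about 75%, limit read from the data; inactive means activation under that limit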;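 further: 0% = zVAD with DMSO and 100% = DMSO alone without zVAD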
eIF4E-4G inh – eIF4E/eIF4G interaction inhibition in translation initiation; inhibition, % at 21.7 µM; TR-FRET eIF4E-eIF4GI(517-606) binding, 2 h; 220,000 tested, 0.37% active; AID 782; P63073+Q04637;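 active means inhibition above about 30%, limit read from the data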;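 further: 0% = full FRET control wells and 100% = background wells lacking eIF4GI fragment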
Rad51 HR inh – Rad51 (human) homologous recombination inhibition; Q06609; hRad51 DNA strand exchange, fluorescence dequenching; inhibition, % at 10 µM; 200,000 tested, 0.085% active;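 active means inhibition above 40% at the single screening dose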;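 further: 0% = DMSO control wells and 100% = blanks with heterologous ssDNA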
Target sequence (Q06609 whole entry, looked up): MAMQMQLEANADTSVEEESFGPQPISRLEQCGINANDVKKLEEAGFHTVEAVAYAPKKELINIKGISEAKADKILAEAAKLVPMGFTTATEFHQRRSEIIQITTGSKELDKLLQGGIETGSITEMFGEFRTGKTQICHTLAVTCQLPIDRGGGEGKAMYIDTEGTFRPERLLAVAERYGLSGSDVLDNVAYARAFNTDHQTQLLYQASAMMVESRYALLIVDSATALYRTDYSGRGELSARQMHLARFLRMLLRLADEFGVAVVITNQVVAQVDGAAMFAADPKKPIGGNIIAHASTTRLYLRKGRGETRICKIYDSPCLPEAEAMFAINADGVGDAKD
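Material: hRad51 filaments on single-stranded DNA; Reagent: Donor/quencher-labelled 47-bp dsDNA substrate; Compound: 10 µM final, single point; Schedule: 37 °C 15-min filament assembly, 30-min compound preincubation, 15-min exchange; Technique: FRET fluorescence, excitation 485 nm, emission 520 nm; Benchmarks: control wells and blank wells on each plate.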
14-3-3 Bad PPI – disrupts binding of bovine 14-3-3 zeta to phospho-Bad peptide; P63103; TR-FRET 14-3-3zeta/Dy647-pBad peptide displacement, 1 h; inhibition, % at 21.7 µM; 220,000 tested, 0.71% active;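 active means inhibition above about 70%, limit read from the data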;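 further: 0% = full 14-3-3 plus peptide FRET controls and 100% = background without 14-3-3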
Target sequence (P63103 whole entry, looked up): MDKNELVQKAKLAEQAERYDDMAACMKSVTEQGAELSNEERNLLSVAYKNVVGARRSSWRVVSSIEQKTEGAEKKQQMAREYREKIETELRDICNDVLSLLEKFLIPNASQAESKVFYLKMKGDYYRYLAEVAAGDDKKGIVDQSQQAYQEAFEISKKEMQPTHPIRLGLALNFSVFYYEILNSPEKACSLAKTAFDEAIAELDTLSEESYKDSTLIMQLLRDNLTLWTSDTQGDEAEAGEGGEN
m-calpain inh – blocks pig calpain II enzyme activity | purified calpain II, fluorogenic peptide substrate, 30 min | inhibition, % at 16 µM | 220,000 tested, 0.37% active;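 active means inhibition above about 50%, limit read from the data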
Tb hexokinase – blocks Trypanosoma brucei hexokinase 1 activity | recombinant TbHK1, G6PDH-coupled NADH A340 | inhibition, % at 10 µM | 220,000 tested, 0.11% active;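 active means inhibition of 50% or more in the single-dose primary screen; inactive means inhibition below 50%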
PGE2 EP2 inh – EP2 receptor (human) inhibition; AID 1422; inhibition, % at 25 µM; C6 glioma cells expressing human EP2, cAMP TR-FRET; cells stimulated with saturating PGE2; 260,000 tested, 0.52% active; P43116;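 active means percent inhibition above 40 after rounding to a whole number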;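 further: rat C6 glioma host cells with rolipram phosphodiesterase inhibitor present; the protocol text gives 20 µM as final concentration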
Target sequence (P43116 whole entry, looked up): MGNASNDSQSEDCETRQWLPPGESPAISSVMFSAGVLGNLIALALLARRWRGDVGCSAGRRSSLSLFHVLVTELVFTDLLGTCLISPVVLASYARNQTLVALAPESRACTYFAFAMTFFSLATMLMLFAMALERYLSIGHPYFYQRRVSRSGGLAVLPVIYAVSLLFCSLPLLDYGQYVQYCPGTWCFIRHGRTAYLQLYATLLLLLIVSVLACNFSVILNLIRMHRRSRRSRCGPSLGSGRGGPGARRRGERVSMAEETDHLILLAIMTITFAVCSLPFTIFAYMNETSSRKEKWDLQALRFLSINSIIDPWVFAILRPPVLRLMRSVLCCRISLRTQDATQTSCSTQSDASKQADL
EP2 mod – modulators of human EP2 prostaglandin E2 receptor; 260,000 tested, 0.83% active; induction, % at 25 µM; EP2-expressing cells, cAMP HTRF FRET, PGE2 co-stimulation; P43116; AID 940;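 active means compounds whose cAMP rise, as percent of the full-agonist control response, exceeds 60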;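 further: rat C6 glioma line stably carrying human EP2 under a CMV promoter; the protocol text gives 20 µM as final concentration; 100% = response of wells given 1 µM PGE2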
Hck Nef HTS – inhibitors of human Hck kinase activated by Nef | P08631 | Recombinant Hck-YEEI plus Nef, Z-Lyte FRET kinase assay | inhibition, % at 20 µM | 220,000 tested, 0.68% active | AID 463187;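 active means Hck-Nef kinase inhibition above about 50%, limit read from the data; inactive means inhibition below that limit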;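 further: 0% = DMSO with Hck plus Nef and 100% = Hck alone without Nef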
Numbers without * were called inactive; i = inactive; . = not tested or not shown; & = joins results of further samples; [ ] = another dose, or the depositor's remark.

SMILES	zVAD death inh	eIF4E-4G inh	Rad51 HR inh	14-3-3 Bad PPI	m-calpain inh	Tb hexokinase	PGE2 EP2 inh	EP2 mod	Hck Nef HTS
C[C@H](C(=O)C=[N+]=[N-])N1C(=O)c2ccccc2C1=O	0.1	-1	-8	0	-26	-1	10	16	-1
CC(=O)N1CCN(CC(=O)Nc2cccc(S(=O)(=O)N3CCCCCC3)c2)CC1	0.3	4	10	-14	9	1	3	2	27
COc1ccc(NC(=O)C2CC(=O)N/C(=N/N=C/c3ccccc3)S2)cc1 (stereo not drawn)	0.9	-4	.	2	-1	-6	6	-4	26
Cn1c(N)c(C(=O)COC(=O)C23CC4CC(CC(C4)C2)C3)c(=O)n(C)c1=O	-0.1	-2[fluorescence artefact?]	2	-12[fluorescence artefact?]	79*	-3	29	30	-1
Cc1c(NC(=O)CN2C(=O)c3ccccc3S2(=O)=O)c(=O)n(-c2ccccc2)n1C	-0.3	-1	-2	-4[fluorescence artefact?]	-15	-4	7	10	3
O=C(CCCCl)NC(=S)Nc1ccc(CN2CCOCC2)cc1	-0.7	4	1	-7	4	-3	7	0	-7
Cc1ccc(N(CC(=O)Nc2ccc(C)cn2)S(=O)(=O)c2c(C)nn(C)c2C)cc1	0.6	-6	3	-1	23	-10	5	18	4
Cc1cccc(C(=O)Nc2sc(C)c(-c3ccccc3)c2C#N)c1	-0.5	-4	-1	-18	-78	-2	8	-20	-19
CCOC(=O)CC1C(=O)NCCN1C(=O)c1ccc(F)cc1F (stereo not drawn)	0.8	5	3	-5[fluorescence artefact?]	0	-3	23	11	-2
NS(=O)(=O)c1ccc(S(=O)(=O)N(Cc2ccccc2F)CC2CCCO2)cc1 (stereo not drawn)	-0.5	1[fluorescence artefact?]	-2	2	7	-1	11&9	-4&-9	0
O=C(NC1CCCCC1)C1c2ccccc2C(=O)N1Cc1ccco1 (stereo not drawn)	-0.2	-2	1	-10	-8	3	10	13	0
COc1cc(CC(=O)OCn2nnc3ccccc3c2=O)cc(OC)c1OC	5.0	-1	3	-3	0	-3	4	21	-7
CCN(CC)S(=O)(=O)c1ccc2oc(C(=O)Nc3ccc(OC)cc3OC)c(C)c2c1	-0.6	-3	11	-3	-331	0	8	-40	1
COC(=O)C1=C(C)NC2=C(C(=O)CCC2)C1c1cccc(C)n1 (stereo not drawn)	0.3	-2	3	2	-317	-8	6&9	20&15	22
COc1ccc(/C=C(\C#N)C(=O)OCC(=O)NCc2ccccc2)cc1	.	7	28	11[fluorescence artefact?]	-55	-11	6	3	5
CCCNC(=O)/C=C/C(=O)O	1.4	1	8	20	16	0	13	-17	2
Cc1ccc(C(C#N)c2ccc(C(=O)c3ccc(F)cc3)cc2)cc1 (stereo not drawn)	0.1	0	-3	10	-11	17	13	6	3
Cn1c(=O)[nH]c(NC2CCCCC2)c([N+](=O)[O-])c1=O	1.7	4	3	-7	16	-22	7	19	1
COc1ccc(NC(=O)c2cccnc2SC)cc1OC	0.6	4	-150	-8	5	-2	4	14	-1
COc1ccc(OC)c(/C=C(\NC(=O)c2ccccc2)C(=O)N/N=C/c2ccc(C)s2)c1	-0.1	-3	4	2	-36	-5	7	12	2
Cc1ccc(OCc2n[nH]c(=S)n2-c2ccc(C)cc2)cc1	-0.6	0	.	-7	-5	0	10	35	16
Cc1ccc(S(=O)(=O)N(C)C)cc1NC(=O)c1cccnc1Oc1ccccc1	0.6	-5	.	-10	-17	-9	11	-20	14
COc1ccc(C(=O)Nc2c(Cl)cc(Cl)cc2C(=O)N2CCC(C)CC2)cc1	-0.2	18[fluorescence artefact?]	-1	-10	-10	9	6	21	5
O=C(O)c1ccccc1C1Nc2ccccc2C(=O)N1CCCN1CCOCC1 (stereo not drawn)	-0.9	1	-13	0	-25	5	5	3	-9
CCCCn1c(SCC(=O)/C(C#N)=C(\C)N)nc2ccccc2c1=O	1.7	4	-12	-25	-17	0	9	-10	3
CCOC(=O)CSc1nnc(-c2ccc3ncccc3c2)n1C	-0.5	1	-9	-2	-11	-9	9	-5	12
CCCOc1ncnc2c1[nH]c1ccc(OC)cc12	1.9	3	-8	3	-24	34	6	-24	-1
COc1ccc(-n2c(C)cc(-c3cn4cccc(C)c4n3)c2C)cc1	2.6	-2	-2	-23	-248	-4	6	-40	15
C#CCSc1nccc(-c2nn(-c3ccc(C)cc3)ccc2=O)n1	0.0	2	-2	-11	i	-31	19	10	-2
CSc1nc(C)c2c(n1)N(c1cccc(C)c1)CC2	0.0	18	-9	-2	-29	-15	-3	31	0
COc1ccc(N(CC(=O)Nc2cccc(SC)c2)S(C)(=O)=O)cc1Cl	-0.3	2	4	1	24	38	19	-9	2
NCC(=O)NCC(=O)OCc1ccccc1	0.1	-1	-5	2	26	9	3	8	11
COc1cccc(/C=N/Nc2nnc(C)n2N)c1OCc1ccccc1Cl	2.2	0	6	10[fluorescence artefact?]	-10	-3	16	-24	1
C=CCn1c(CC(=O)OC)csc1=Nc1ccc(C(C)=O)cc1	-0.2	1	-8	-3	4	-13	7	-39	8
Cn1c(CNc2cccc(C(F)(F)F)c2)n[nH]c1=S	-0.4	0	7	-15	-27	-4	7	23	20
C=CCOc1ccc(Cl)cc1C(=O)O	-0.2	6[fluorescence artefact?]	.	-1	3	0	12	14	3
O=[N+]([O-])c1ccc(Cl)cc1N1CCCCC1	3.4	3	-24	0	20	2	2	43	18
Cc1ccc(NC(=O)Cn2nc(C(F)(F)F)c3c2CCC3)cc1	-0.1	3	-3	-8[fluorescence artefact?]	-7	-3	14&7	19&25	2
CCCCNC(=O)C1CC(c2c(Cl)cccc2Cl)=NO1 (stereo not drawn)	0.1	-2	2	2[fluorescence artefact?]	-12	5	18	7	1
COCCCN1C(=O)C(=O)/C(=C(/O)c2ccc(OC(C)C)cc2)C1c1cccnc1 (stereo not drawn)	-0.2	-4	2	9	6	-21	15	56	1

4 of the compounds above, with each value named.
Cn1c(N)c(C(=O)COC(=O)C23CC4CC(CC(C4)C2)C3)c(=O)n(C)c1=O
  zVAD death inh = -0.1; eIF4E-4G inh = -2[fluorescence artefact?]; Rad51 HR inh = 2; 14-3-3 Bad PPI = -12[fluorescence artefact?]; m-calpain inh = 79*; Tb hexokinase = -3; PGE2 EP2 inh = 29; EP2 mod = 30; Hck Nef HTS = -1

Cc1cccc(C(=O)Nc2sc(C)c(-c3ccccc3)c2C#N)c1
  zVAD death inh = -0.5; eIF4E-4G inh = -4; Rad51 HR inh = -1; 14-3-3 Bad PPI = -18; m-calpain inh = -78; Tb hexokinase = -2; PGE2 EP2 inh = 8; EP2 mod = -20; Hck Nef HTS = -19

NS(=O)(=O)c1ccc(S(=O)(=O)N(Cc2ccccc2F)CC2CCCO2)cc1 (stereo not drawn)
  zVAD death inh = -0.5; eIF4E-4G inh = 1[fluorescence artefact?]; Rad51 HR inh = -2; 14-3-3 Bad PPI = 2; m-calpain inh = 7; Tb hexokinase = -1; PGE2 EP2 inh = 11&9; EP2 mod = -4&-9; Hck Nef HTS = 0

O=C(NC1CCCCC1)C1c2ccccc2C(=O)N1Cc1ccco1 (stereo not drawn)
  zVAD death inh = -0.2; eIF4E-4G inh = -2; Rad51 HR inh = 1; 14-3-3 Bad PPI = -10; m-calpain inh = -8; Tb hexokinase = 3; PGE2 EP2 inh = 10; EP2 mod = 13; Hck Nef HTS = 0

Next section.
SMILES	zVAD death inh	eIF4E-4G inh	Rad51 HR inh	14-3-3 Bad PPI	m-calpain inh	Tb hexokinase	PGE2 EP2 inh	EP2 mod	Hck Nef HTS
CCC(C)N(C)C1CCN(C(=S)Nc2cccc(OC)c2)CC1 (stereo not drawn)	-0.1	-2	8	-10	0	-2	2	-3	2
COCc1cc(N2CCN(c3ccccc3F)CC2)nc(-c2ccccc2)n1	11	-2	-2	-18	-28	-1	12	53	19
CC(=O)OC1COC(n2ccc3cc([N+](=O)[O-])ccc32)C(OC(C)=O)C1OC(C)=O (stereo not drawn)	0.1	-1[fluorescence artefact?]	-5	5	12	-11	13	20	8
O=C(Nc1cccc(C(=O)N2CCCC2)c1)c1ccccc1Cl	0.4	3[fluorescence artefact?]	4	6[fluorescence artefact?]	6	-4	10	24	-1
CSc1nc2nc3c(cn2n1)C(=O)CC(c1ccccc1)C3 (stereo not drawn)	-1.2	1	-2	7	-39	3	9	-15	-24
O=C(NNC(=O)c1cc(-c2ccccc2)nn1-c1ccccc1)c1ccccc1	1.4	0[fluorescence artefact?]	15	-5[fluorescence artefact?]	-11	3	8	15	1
CCOC(=O)N1CCC(NC(=O)c2cc3c(=O)[nH]c4ccccc4c3n2C)CC1	-0.3	2	.	3	1	-10	4	9	16
COc1ccc(/C=C/C(=O)Oc2cccc(/C=N/NC(=O)Cc3ccc(Br)cc3)c2)cc1	0.0	-13	5	0	-25	-20	4	2	27
Cc1cccc(/N=C/c2c(O)ccc3oc4c(c23)CCCC4)n1	0.1	2	13	-8	-21	-3	7	73*	8
Cc1cc(Br)ccc1OCC(=O)NNC(=O)c1ccc(NC(=O)C2CC2)cc1	0.0	-10	.	1	-30	-4	.	-164	4
NC(=O)c1ccccc1NS(=O)(=O)c1cccs1	-0.5	0	0	3	14	-7	21	18	-5
COc1cccc(CNc2nc3nc(C)c(Cl)c(=O)n3[nH]2)c1	0.5	-2	13	1	-1	-7	9	27	8
COc1ccc2nc(N/C(N)=N/S(C)(=O)=O)nc(C)c2c1	-0.2	-1	.	-5	-12	-12	6	-7	20
Cc1cccc(-n2cnc3cc([N+](=O)[O-])ccc32)c1	20	9	1	-5	20	-9	0	13	19
Cc1nc([N+](=O)[O-])c(Sc2nc3ccc([N+](=O)[O-])cc3[nH]2)n1Cc1ccccc1	-1.1	3[fluorescence artefact?]	-4	-1	28	-12	4	-8	2
Cc1cn2c(nc1=O)OC1C(O)C(COC(=O)c3ccccc3)OC12 (stereo not drawn)	0.1	2[fluorescence artefact?]	-9	0[fluorescence artefact?]	-13	-2	7	14	1
NS(=O)(=O)c1ccc(CCNC(=O)Cc2c[nH]c3ccccc23)cc1	1.1	-3	.	-3	-7	-6	14	-2	-37
COC(=O)c1ccc(CSc2nc3c(c(=O)n2-c2ccc(F)cc2)SCC3)o1	-0.1	3[fluorescence artefact?]	2	-5[fluorescence artefact?]	34	-9	-3	19	1
COC(=O)[C@@H]1CCCN1Cc1nc(Cc2ccccc2F)no1	0.0	0	3	-13	-17	-8	8	23	23
N#CCCN1CCN(S(=O)(=O)c2ccc(S(=O)(=O)N3CCOCC3)cc2)CC1	-0.9	-3	-4	0	-15	-3	6	-1	-6
CCN1CCN(Cc2ccc(NC(=O)Nc3ccc(SC)cc3)cc2)CC1	65	0	.	3	-10	11	30	-20	9
Cc1ccccc1CSc1nnc(C)n1N	0.5	-12	-7	-8	-17	-1	5	17	0
COc1ccc(CN(CC2CCCO2)S(=O)(=O)c2ccc(-n3cnnn3)c(OC)c2)cc1 (stereo not drawn)	0.5	1	-1	-10	28	-6	7	-2	20
CCN(CC)C(=O)C(=O)c1cn(CC(=O)NCc2ccc3c(c2)OCO3)c2ccccc12	1.6	-4	11	-3	-8	-9	10	-1	7
COc1ccc(NC(=O)Cn2ccc3c(OC)cccc3c2=O)cc1	-0.2	-2	.	6	1	-21	0	32	22
Cc1ccc(CC2CC(=O)N(CCc3ccc4c(c3)OCO4)C2=O)cc1 (stereo not drawn)	-0.2	6	-12	2	-23	5	17	3	1
CS(=O)(=O)N1CCCC(C(=O)N2CCOCC2)C1 (stereo not drawn)	1.8	0	2	-2	11	3	2	32	0
CCc1nnc(NC(=O)CSc2ccc(-c3ccc(C)cc3)nn2)s1	-0.1	-5	4	-2	14	-5	4	6	12
C=CCCCCCCCCC(=O)Nc1ncccn1	0.1	-2	3	3	-3	2	5	-4	18
CCSc1ncc(C#N)c(N)n1	0.5	-7[fluorescence artefact?]	-2	-16	-7	2	7	6	-1

Screens deposited in PubChem by several laboratories.

This is a subset (hit frequency here may not be typical).
